FLuc modulator – counter-screen for miR-21 project: firefly luciferase inhibitors or activators. purified FLuc, Km substrates, luminescence inhibition. AID 588342. Potency, µM (series often up to 57.5 µM), for inactives: at the top dose activity change, negative = inhibition, hits mostly inhibitors. P08659. actives 6.9% (n = 360,000); active = well fitted inhibition curve with a large enough effect; inconclusive = small, poorly fitted or top-dose-only effect;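 note: plate controls were vehicle for no effect and reference inhibitor for full effect; nearly all actives have a fitted effect of over 55% in size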
Target sequence (P08659 whole entry, looked up): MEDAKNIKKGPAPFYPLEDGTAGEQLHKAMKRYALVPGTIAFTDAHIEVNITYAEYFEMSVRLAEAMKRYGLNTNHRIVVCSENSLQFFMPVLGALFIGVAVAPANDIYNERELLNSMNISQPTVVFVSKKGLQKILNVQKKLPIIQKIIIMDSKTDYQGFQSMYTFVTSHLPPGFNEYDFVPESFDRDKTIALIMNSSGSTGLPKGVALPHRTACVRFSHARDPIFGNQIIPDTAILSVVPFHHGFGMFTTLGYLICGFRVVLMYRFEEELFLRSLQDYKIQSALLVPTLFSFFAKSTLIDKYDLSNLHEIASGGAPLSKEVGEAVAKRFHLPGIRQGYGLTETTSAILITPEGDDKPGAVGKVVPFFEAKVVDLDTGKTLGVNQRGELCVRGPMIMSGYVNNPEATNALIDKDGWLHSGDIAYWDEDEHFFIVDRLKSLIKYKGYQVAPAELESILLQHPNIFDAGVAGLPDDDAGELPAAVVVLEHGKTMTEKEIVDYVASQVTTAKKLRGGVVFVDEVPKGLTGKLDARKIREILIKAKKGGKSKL
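Biochemical qHTS of compounds, final roughly 60 µM downward over six points, against 10 nM purified firefly luciferase using Km concentrations of substrates (10 uM D-luciferin, 10 uM ATP) in Tris acetate pH 7.5 buffer; luminescence output.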
The depositor's hits bear a star; ? = inconclusive. Potency is the fitted concentration of half-maximal effect. Only part of the results is shown; rates above refer to the full screens.

smiles	FLuc modulator
Cc1cc(C)c(CSc2nnc(C)n3c2cc2occc23)c(C)c1	-8.4%
Cc1ccc(CSCCC(=O)N2CCN(c3ccc(F)cc3)CC2)cc1	-8.8%
Cc1ccc(CN(Cc2ccco2)C(=O)COc2c(C)cc(C)cc2C)cc1	-19.6%
Cc1cc(C)cc(NC(=O)N2CCC(CN3CCc4ccccc4C3)CC2)c1	-2.5%
Cc1cc(C)cc(NC(=O)COc2cccc3c(=O)n(C)ccc23)c1	1.7%
COc1ccc(C(=O)Oc2c(Sc3ccc(C)cc3)c(C)nn2C(C)(C)C)c(OC)c1	-6.3%
CCOC(=O)c1c(NC(=O)c2ccc(S(=O)(=O)N3CCC(C)CC3)cc2)sc2c1CCN(C)C2	-3.3%
Cc1cc(C)c2c(n1)SCC(=O)N2CC(=O)Nc1ccccc1C	5.0%
COCCNC(=O)c1ccc2c(c1)N(Cc1cc(C)ccc1C)C(=O)c1ccccc1S2=O (centres undefined)	3.6%
Cc1ccc(-n2c(=O)c3cccnc3n2CC(=O)Nc2ccccc2C(F)(F)F)cc1C	2.8%
CCOc1ccc(C(=O)c2oc3ccccc3c2NC(=O)Cc2coc3ccc(CC)cc23)cc1	0.3%
COc1ccc(-n2nc(C(=O)N3CCN(c4cccc(C)c4C)CC3)c3c4ccccc4n(C)c3c2=O)cc1Cl	-7.0%
Cc1ccc(C(=O)/C=C/c2cn(CC(O)CN3CCCCCC3)c3ccccc23)cc1 (centres undefined)	?
CCc1ccc(NC(=O)c2sc3nc(C)c(C(=O)Nc4ccc(C)cc4C)c(-c4ccco4)c3c2N)cc1	-0.2%
Cc1cc(C)c(NC(=O)Cn2c(=O)n(-c3ccc(F)cc3)c(=O)c3c(C)c(C(=O)N(C)C)sc32)c(C)c1	-2.8%

Other entries:
smiles	FLuc modulator
O=C(COc1ccccc1)OCc1cc(=O)n2nc(C3CC3)sc2n1	-1.0%
Cc1ccc(Nc2c3c(nc4nc(-c5cccs5)nn24)CCCC3)cc1F	-17.7%
COCCNC(=O)CSc1nnc(NC(=O)Nc2ccc(C)cc2)s1	12µM*
CCOC(=O)C(CC)Sc1c(CC)cnc2c1c(=O)n(C)c(=O)n2C (centres undefined)	0.6%
COc1ccccc1CCNC(=O)Cn1ccc2cc(S(=O)(=O)N3CCCCC3)ccc21	2.1%
CC(C)CN(CCCNC(=O)CN1N=C(c2ccccc2)CCC1=O)CC(C)C	0.2%
O=C(CNS(=O)(=O)c1cccs1)N1CCN(c2cccc(C(F)(F)F)c2)CC1	-2.1%
COc1ccccc1NC(=O)CSC1=Nc2ccccc2C2=NC(CC(=O)NCc3cccs3)C(=O)N12 (centres undefined)	4.5%
CCc1ccccc1Nc1nn2c(=O)c3ccc(C(=O)Nc4cc(C)cc(C)c4)cc3nc2s1	-2.0%
Cc1ccc(C)c(Cn2c(=O)n(CCc3ccccc3)c(=O)c3c(C)c(C)sc32)c1	0.0%
O=C(Cn1c(=O)n(Cc2ccc3c(c2)OCO3)c(=O)c2ccc(C(=O)NC3CCCCC3)cc21)Nc1ccccc1F	-0.3%
CCc1ccccc1NC(=O)c1ccc2c(c1)CCCN2S(C)(=O)=O	-10.9%
COc1ccc(NC(=O)c2cccn2-c2nnc(N3CCCCC3)s2)cc1Cl	?
COc1ccc(C)cc1NC(=O)CN1C(=O)CCc2cc(S(=O)(=O)N3CCOCC3)ccc21	-2.5%
Cn1c(=O)n(C)c2cc(N3CCCCC3)c(NC(=O)Nc3ccc(Br)cc3)cc21	-4.6%

Additional results.
smiles	FLuc modulator
COc1cccc(NC(=O)Cn2c(-c3nonc3N)nc3ccccc32)c1	-3.3%
Cc1ccccc1C(=O)Nc1nnc(S(=O)(=O)N2c3ccccc3CC2C)s1 (centres undefined)	-5.7%
COc1ccc(NC(=O)C2CCC(CNS(=O)(=O)c3ccc(Br)s3)CC2)c(OC)c1 (centres undefined)	-14.3%
Cc1cccc(C)c1NC(=O)Cn1c(=O)n(Cc2ccco2)c(=O)c2ccc(C(=O)NC3CCCC3)cc21	1.6%
Cc1ccn2c(=O)cc(CSc3nnc(C)s3)nc2c1	-0.2%
Cc1ccc(NC(=O)c2nc(S(C)(=O)=O)ncc2N(Cc2ccco2)Cc2cccs2)cc1C	-2.7%
COc1ccc(S(=O)(=O)NCC(c2ccco2)N2CCOCC2)cc1OC (centres undefined)	-6.0%
Cc1cc(C)c2c(n1)nn1c(C)c(CCC(=O)NCc3ccc(Cl)cc3)c(C)nc21	-2.9%
CCCNc1ncnc2c1c(-c1ccccc1)cn2-c1ccccc1	?
Cc1ccc(C)c(NC(=O)Cn2c(-c3nonc3N)nc3ccccc32)c1	-0.8%
COc1ccc(CCN2C(=O)N(c3ccc(F)cc3)C(=O)C2CC(=O)Nc2ccc(OC)cc2)cc1 (centres undefined)	-10.2%
COC(=O)c1ccccc1NC(=O)c1cc2nc(-c3ccc(OC)cc3)cc(C(F)(F)F)n2n1	-0.4%
CC1CCc2nn(CC(=O)Nc3cccc(C(F)(F)F)c3)c(=O)cc2C1 (centres undefined)	6.6%
COc1ccccc1Cc1nc2ccccc2nc1SCC(=O)N1CCCc2ccccc21	1.1%
Cc1ccc(Cn2cc(CCC(=O)NC3CCC(C)CC3)c3ccccc32)cc1 (centres undefined)	-1.5%

Further results:
SMILES	FLuc modulator
COc1ccc(NC(=O)C(C)N2Cc3ccccc3C2=O)cc1OC (centres undefined)	1.0%
Cn1c(=O)c2sccc2n2c(CCCC(=O)Nc3ccc(F)c(F)c3)nnc12	-5.3%
O=C(Nc1ccc(S(=O)(=O)N(Cc2ccccc2)c2ccccc2)cc1)c1ccccc1F	0.5%
O=C(CN1C(=O)COc2ccc(S(=O)(=O)Nc3ccccc3)cc21)Nc1cccc(Cl)c1	-4.1%
COc1ccc(C)cc1NC(=O)c1c2c(nc3ccccc13)C(=O)N(C1CCCCC1)C2	?
Cc1ccc(C)c(CNC(=O)c2sc3ncnc(N(C)C4CCCCC4)c3c2C)c1	-7.5%
CCOC(=O)c1ccc(NC(=O)N2CCOc3ccccc32)cc1	0.1%
COCCn1ccc2c(OCC(=O)Nc3c(C)cc(C)cc3C)cccc2c1=O	0.0%
O=C(COc1ccccc1)Nc1nnc2n1CCS2	-1.6%
COCCN1C(=O)c2[nH]nc(-c3cc(C)ccc3O)c2C1c1ccc(C(C)C)cc1 (centres undefined)	-6.3%
Cc1ccc(Nc2c3c(nc4ccccc24)CCC3)cc1F	-2.3%
COc1ccc(S(=O)(=O)NCCc2sc(C)nc2C)cc1F	-3.4%
Cc1ccc(NC(=O)CN2CCN(c3ccccc3F)CC2)cc1F	-3.8%
O=[N+]([O-])c1ccc(S(=O)(=O)N2CCn3cccc3C2c2ccccc2F)cc1 (centres undefined)	0.6%
CC(=O)c1ccc(NC(=O)/C=C/c2ccc(C)o2)cc1	7.57µM*
Cc1cc(NC(=O)CSc2nc(-c3ccccc3C)nc3c2c(=O)n(C)c(=O)n3C)no1	2.8%
CCc1ccc(NC(=O)C(CC)n2c(=O)c(C(F)(F)F)nc3ccccc32)cc1 (centres undefined)	-0.5%
COc1cccc(NC(=O)CCNC(=O)Cn2cnc3ccccc3c2=O)c1	0.9%
COc1ccc(-n2c(=O)c3c(c4cc(OC)ccc4n3C)n(Cc3cc(C)ccc3C)c2=O)cc1	0.1%
Cc1ccc(CNC(=O)c2c(C)oc3ncnc(N4CCOCC4)c23)cc1	-6.0%
CCOc1cc(C(=O)NCc2ccc3c(c2)CCN3C(=O)c2ccc(F)cc2)cc(OCC)c1OCC	?
Cc1cccc(NC(=O)Cn2c(=O)n(Cc3ccccc3)c(=O)c3oc4ccccc4c32)c1C	1.9%
CSc1ccc(Nc2nn(-c3ccc(OC(F)(F)F)cc3)nc2C(C)=O)cc1	1.0%
Cc1ccc(CNC(=O)c2ccc3c(c2)c(C)c(C)n3Cc2ccc(Cl)cc2)o1	-10.8%
COc1ccc(CCNC(=O)CCS(=O)(=O)c2cc3c(cc2Cl)NC(=O)CO3)cc1OC	-6.5%

3 compounds from above, ordered by count of non-hydrogen atoms, low to high:
SMILES	FLuc modulator
COc1ccc(NC(=O)C(C)N2Cc3ccccc3C2=O)cc1OC (centres undefined)	1.0%
Cc1ccc(CNC(=O)c2ccc3c(c2)c(C)c(C)n3Cc2ccc(Cl)cc2)o1	-10.8%
COCCNC(=O)c1ccc2c(c1)N(Cc1cc(C)ccc1C)C(=O)c1ccccc1S2=O (centres undefined)	3.6%

Next part.
SMILES	FLuc modulator
COc1ccc(NC(=O)Cn2c(SCc3ccc(C)cc3)nc3cccnc32)cc1OC	0.601µM*
CCOC(=O)c1c(C)[nH]c(C)c1S(=O)(=O)N1CCC(C(=O)NCc2ccccc2)CC1	-1.9%
COc1ccc(CCNC(=O)c2ccc(Cn3c(SCc4ccccc4)nc4cccnc43)cc2)cc1	-20.2%
COc1ccc(C2C=C(c3ccccc3)Nc3nc(NC(=O)c4cccc([N+](=O)[O-])c4)nn32)cc1 (centres undefined)	0.4%
CCCSCCCNC(=O)C1CCCN(c2nn3cc(-c4ccc(OC)cc4)nc3s2)C1 (centres undefined)	?
CCOC(=O)c1ccc(NC(=O)C2CCN(C(=O)N3CC(C)Oc4ccc(C)cc43)CC2)cc1 (centres undefined)	-7.9%
O=C(CCCn1c(=O)[nH]c2ccsc2c1=O)N1CCN(c2ccc(Cl)cc2)CC1	-3.4%
COc1cccc(Cc2nc3ccccc3nc2SCC(=O)NCc2ccc(C)cc2)c1	-1.8%
Cc1ccc(-c2nc(CSc3nncn4c3cc3occc34)c(C)o2)cc1	-4.7%
CC(C)(C)c1ccc(C(=O)Nc2ccc(-c3nc4ccccc4o3)c(O)c2)cc1	-3.6%
CCc1ccc(Oc2nc3c(C)cccn3c(=O)c2/C=C(\C#N)c2nc3ccccc3s2)cc1	-3.9%
COc1ccc(-c2nc3ccccc3s2)cc1NC(=O)c1ccc(F)cc1	-1.3%
COc1ccc(Cl)cc1NC(=O)Cn1cc(C(=O)c2ccc(C)cc2)c(=O)c2ccc(C)nc21	-5.4%
Cc1nc(-c2cccc(S(=O)(=O)N3CCC(C(=O)NCc4ccccc4)CC3)c2)no1	-3.2%
Cc1ccccc1NC(=O)CSc1nc2ccc(NC(=O)CCc3ccccc3)cc2s1	-14.0%
CCc1nc2ccc(C(=O)NCc3cc(OC)ccc3OC)cc2nc1CC	2.5%
COCc1cc(C)nc2sc3c(=O)n(-c4ccccc4C(F)(F)F)nnc3c12	-0.2%
COc1cc(CN(C(=O)c2cccc(Cl)c2)c2ccccn2)cc(OC)c1OC	0.0%
Cc1ccc(N2CCn3c2nc2c3c(=O)n(CCc3ccccc3)c(=O)n2C)cc1C	0.3%
CCOc1c(Cl)cc(C(=O)N(Cc2ccc(N(C)C)cc2)Cc2ccco2)cc1Cl	0.5%
CCOC(=O)C1CCN(c2c(C(=O)c3ccc(OC)cc3)cnc3ccccc23)CC1	2.3%
CCOc1cccc2sc(NC(=O)c3ccc(S(=O)(=O)N4CCCCC4)cc3)nc12	?
Cc1cc(C)cc(C(=O)Nc2c3c(nn2-c2ccccc2C)CS(=O)(=O)C3)c1	-3.8%
CCOc1ccccc1CNC(=O)CCCn1nc(C)c2sc3ccccc3c2c1=O	?
Cc1cccc(OCC(=O)Nc2ccc(Cl)c(-c3nc4ccccc4[nH]3)c2)c1	-13.7%

Random excerpt: six entries already listed
SMILES	FLuc modulator
Cc1cccc(OCC(=O)Nc2ccc(Cl)c(-c3nc4ccccc4[nH]3)c2)c1	-13.7%
Cc1nc(-c2cccc(S(=O)(=O)N3CCC(C(=O)NCc4ccccc4)CC3)c2)no1	-3.2%
CC(C)(C)c1ccc(C(=O)Nc2ccc(-c3nc4ccccc4o3)c(O)c2)cc1	-3.6%
CCOC(=O)c1ccc(NC(=O)C2CCN(C(=O)N3CC(C)Oc4ccc(C)cc43)CC2)cc1 (centres undefined)	-7.9%
CCOC(=O)c1c(C)[nH]c(C)c1S(=O)(=O)N1CCC(C(=O)NCc2ccccc2)CC1	-1.9%
COc1ccc(NC(=O)Cn2c(SCc3ccc(C)cc3)nc3cccnc32)cc1OC	0.601µM*

Exported field by field: part of the list above.
> Cc1ccccc1NC(=O)CSc1nc2ccc(NC(=O)CCc3ccccc3)cc2s1
  FLuc modulator = -14.0%
> CCc1nc2ccc(C(=O)NCc3cc(OC)ccc3OC)cc2nc1CC
  FLuc modulator = 2.5%

Other results.
SMILES	FLuc modulator
Cc1ccc(NC(=O)c2ccc3c(=O)n4nc(Nc5ccccc5C)sc4nc3c2)cc1C	-3.5%
CCOc1ccc(C(=O)NCc2ccc3c(c2)CCN3C(=O)c2ccccc2)cc1	?
O=C(CSC1=Nc2ccccc2N=C(c2ccc(F)cc2)C1)NCc1ccc(Cl)cc1	6.9%
CCOc1ccc(NC(=O)c2ccc(NC(=O)N3CCSc4ncccc43)cc2)cc1	?
Nc1c(-c2nc(-c3cccs3)no2)nnn1-c1ccccc1Cl	?
COc1ccc(OC)c(NC(=O)CN2CCCN(Cc3cc(C)ccc3C)S2(=O)=O)c1	-1.2%
CCOc1ccc(CNC(=O)C2Cc3ccccc3N2C(=O)CC)cc1OC (centres undefined)	2.3%
Cc1nc2ncnn2c(C)c1CCC(=O)NCc1ccc(Cl)cc1	-4.4%
O=C(Nc1cc2c(cc1C(=O)c1cccc(Br)c1)OCCO2)c1ccccc1F	1.3%
O=C(NCCc1ccccc1)c1ccc(Nc2nc3ccccc3n3nnnc23)cc1	3.8%
CCc1ccc(-n2c(=O)c3c4c(sc3n(CC(=O)N3CCC(C)CC3)c2=O)CCC4)cc1	-12.5%
CCn1cc(C(=O)N2CCN(c3cc(C)ccc3C)CC2)c(=O)c2cc(S(=O)(=O)N3CCCCC3)ccc21	-4.4%
CCc1cccc(-n2c(C)nc3c(cnn3-c3ccc(Cl)cc3)c2=O)c1	-9.7%
CCCc1cc(=O)[nH]c2nnc(SCC(=O)Nc3cccc(C)c3)n12	-2.2%
CCCCN(Cc1ccccc1)S(=O)(=O)c1cc(Br)cc2c1N(C(C)=O)CC2	-11.1%

Source: PubChem
